Compound activity deposited in PubChem by National Center for Advancing Translational Sciences (NCATS).
Glioma ERSR ind – inducers of ER stress response in human glioma cells; AID 602332; 0.02% of 420,000 active; U87-MG GRP78 promoter luciferase reporter, 16 h; Potency, µM, for the others: at the top dose activation, hits mostly activators; also: potency is read from the fitted curve at half-maximal effect; series mostly up to about 76 µM; % of control where 0% means no effect; nearly all actives have a fitted effect of over 35% in size
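Stably transfected U87-MG glioma cells carrying a GRP78-based luciferase sensor; 16 h compound incubation. Luminescence end-point read 10 min after Bright-Glo addition at room temperature.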
Vif-APOBEC3F blk – Vif-A3F binding inhibition. AID 602313. Potency, µM (highest dose often 46.1 µM), inactives show top-dose activity, negative = active. 0.2% of 390,000 active. HeLa A3F-eYFP + Vif (tagged APOBEC3F with the HIV-1 protein that degrades it), YFP fluorescence increase; also: potency is read from the fitted curve at half-maximal effect; % of control where 0% means no effect; nearly all actives have a fitted effect of over 65% in size
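HeLa cells stably expressing Vif plus C-terminally eYFP-tagged A3F were seeded, incubated overnight at 37 deg C, dosed with compound, incubated overnight again at 37 deg C. Yellow fluorescence (Ex 488/Em 500-530) reported blocked Vif-mediated A3F-eYFP degradation.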
RXFP1 ag – RXFP1 (human) receptor agonism; Q9HBX9; HEK293T-RXFP1 cAMP TR-FRET, 30 min; response scale: percent of porcine relaxin response, buffer zero; Potency, µM (series often up to 57.5 µM), inactives show at the highest dose activation, hits mostly activators; 0.3% of 370,000 active; AID 2676; also: potency is read from the fitted curve at half-maximal effect; % is scaled to controls: 0 for no effect and ±100 for the full control effect; nearly all actives have a fitted effect of over 60% in size; many of its hits are not listed in these tables
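Agonist response is measured as cAMP accumulation in an RXFP1-transfected HEK293T line under PDE4 inhibition. Values are scaled between buffer-only and 29 nM porcine relaxin, and EC50s come from standard Hill equation fits.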
PI4K2A block – PI4K2A (human) kinase inhibition. purified PI4K2A, ADP-Glo luminescence, 1 h; active compounds read low. 0.13% of 420,000 active. activity change, negative = inhibition, % at 76.9 µM; in the data active = activity change below about -50%; inconclusive = mostly about -30% to -49%;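 also: -100% = wells without enzyme as full effect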
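PI4K2A activity was measured by ADP-Glo luminescence: enzyme (4 ug/mL stock) and phosphatidylinositol (1.2 mM stock) in Tris pH 7.5/MgCl2/EGTA/Triton X-100 buffer were reacted with ATP (300 microM stock) for one hour at ambient temperature.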
LDHA block – blocks human lactate dehydrogenase A; activity change, % (values are at about 110 or 230 µM); purified LDHA, NADH/diaphorase-resazurin fluorescence; active compounds read low; 0.15% of 480,000 active; P00338; in the data active = activity change below about -30%; inconclusive = mostly about -25% to -30%;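 also: plate controls were DMSO wells for no effect and wells without enzyme for full effect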
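Remaining NADH was detected by diaphorase (0.133 mg/mL) converting 37 µM resazurin to fluorescent resorufin, read at 0 and 20 minutes. The preceding 5-minute room-temperature reaction used 2 nM LDHA, 0.2 mM sodium pyruvate and 0.06 mM NADH at pH 7.4.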
USP1-UAF1 inh – inhibitors of human USP1/UAF1 deubiquitinase; recombinant USP1/UAF1, Ub-Rhodamine cleavage fluorescence; Potency, µM (series often up to 57.1 µM), for the others: at the top dose activity change, negative = inhibition, usual class: inhibitors; 0.23% of 390,000 active; AID 743255; also: potency is read from the fitted curve at half-maximal effect; % is scaled to controls: 0 for no effect and ±100 for the full control effect; nearly all actives have a fitted effect of over 60% in size; inactives centre near -12
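High-throughput fluorogenic screen: 1nM USP1/UAF1 complex, Ub-Rho substrate 150nM final, 50mM HEPES pH 7.8 with 0.5mM EDTA, 0.1 mg/ml BSA, 1mM TCEP and 0.01% Tween-20.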
TrxR1 substrate – rat thioredoxin reductase 1 substrate activity; purified TrxR1 substrate turnover, NADPH consumption readout; AID 588456; Potency, µM (titrated, usually from 114 µM), inactives show top-dose activity change, negative = substrate turnover; O89049; 0.01% of 390,000 active; also: potency is read from the fitted curve at half-maximal effect; % is scaled to controls: 0 for no effect and ±100 for the full control effect; nearly all actives have a fitted effect of over 50% in size
Target sequence (O89049 whole entry, looked up): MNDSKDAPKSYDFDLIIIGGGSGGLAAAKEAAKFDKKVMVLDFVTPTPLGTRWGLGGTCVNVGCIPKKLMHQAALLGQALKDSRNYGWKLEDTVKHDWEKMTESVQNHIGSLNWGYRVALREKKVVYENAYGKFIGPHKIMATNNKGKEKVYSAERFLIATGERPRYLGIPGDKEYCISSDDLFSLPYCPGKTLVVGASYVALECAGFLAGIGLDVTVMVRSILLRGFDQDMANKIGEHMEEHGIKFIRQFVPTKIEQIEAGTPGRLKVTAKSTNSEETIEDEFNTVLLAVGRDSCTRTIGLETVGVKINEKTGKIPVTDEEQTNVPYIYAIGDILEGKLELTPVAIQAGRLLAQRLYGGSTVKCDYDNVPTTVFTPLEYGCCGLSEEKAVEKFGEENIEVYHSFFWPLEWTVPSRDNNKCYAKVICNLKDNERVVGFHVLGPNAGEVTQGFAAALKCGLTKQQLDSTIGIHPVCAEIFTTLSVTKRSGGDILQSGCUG
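Rat TrxR1, dispensed at 90 nM, was prereduced with 400 uM NADPH (final) for 5 min at ~22 deg C, then incubated with compound 15 min before 400 uM selenite. A first-read NADPH fluorescence drop versus no-compound background flagged substrates.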
Vif-A3G inh – inhibitors of Vif-APOBEC3G interaction; Q9HC16; HeLa A3G-eYFP + Vif (tagged APOBEC3G with the HIV-1 protein that degrades it), YFP fluorescence, overnight; Potency, µM (series often up to 46.1 µM), inactives show at the highest dose activity, negative = active, hits mostly inhibitors; 0.076% of 410,000 active; AID 602310;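 also: potency is read from the fitted curve at half-maximal effect; % is scaled to controls: 0 for no effect and ±100 for the full control effect; nearly all actives have a fitted effect of over 60% in size; hits raise eYFP signal because A3G escapes Vif-driven loss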
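HeLa cells stably expressing Vif and C-terminally eYFP-tagged A3G, seeded overnight at 37 deg C, then exposed to compound by pintool overnight at 37 deg C. Rise in yellow fluorescence (Ex 488/Em 500-530, Acumen) marks blocked Vif-driven A3G degradation.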
mIDH1 inhibitor – inhibitors of human mutant IDH1 R132H. O75874. IDH1-R132H enzyme, NADPH consumption, diaphorase/resazurin fluorescence. Potency, µM (highest dose often 76.6 µM), without a hit: at the highest dose activity change, negative = inhibition, hits mostly inhibitors. 0.093% of 390,000 active. AID 602179; also: potency is read from the fitted curve at half-maximal effect; % is scaled to controls: 0 for no effect and ±100 for the full control effect; nearly all actives have a fitted effect of over 65% in size
Target sequence (O75874 whole entry R132H, stated change not applied): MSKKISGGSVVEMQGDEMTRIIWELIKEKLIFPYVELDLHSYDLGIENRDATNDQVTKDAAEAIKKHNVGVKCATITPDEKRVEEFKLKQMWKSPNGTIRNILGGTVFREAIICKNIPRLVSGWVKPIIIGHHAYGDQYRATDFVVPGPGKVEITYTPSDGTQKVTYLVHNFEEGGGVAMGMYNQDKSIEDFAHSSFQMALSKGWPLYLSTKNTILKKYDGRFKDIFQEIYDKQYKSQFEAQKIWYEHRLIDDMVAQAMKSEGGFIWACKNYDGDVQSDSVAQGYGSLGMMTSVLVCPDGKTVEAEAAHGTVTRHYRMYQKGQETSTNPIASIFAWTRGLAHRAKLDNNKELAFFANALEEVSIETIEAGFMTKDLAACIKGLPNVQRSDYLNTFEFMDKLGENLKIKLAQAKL
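IDH1-R132H (0.5 ug/mL dispensed) in pH 7.5 Tris buffer was preincubated 30 min with compound, then given a substrate mix of 0.016 mM NADPH and 2 mM alpha-KG for 80 min at room temperature; remaining NADPH was read by diaphorase/resazurin fluorescence.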
An asterisk follows results filed as active; ? = inconclusive; . = no result given; & = joins results of further samples; [ ] = remark or other dose. Unless noted, calls follow the shape of the dose curve; as a rule, active = well fitted curve in the direction sought with a large enough effect; inconclusive = small, poorly fitted or top-dose-only effect, or another doubt; inactive = no such curve, though single readings can be large; an effect the other way counts as inactive or inconclusive.

[1] CC(=O)c1ccc(C(=O)Nc2ccc3c(c2)C(=O)NC3=O)cc1
[2] Cc1cc2c(c(=O)n1C)C(C(C)C)C(C#N)=C(N)O2 (stereo not drawn)
[3] c1ccc2c(CSc3ncnc4nc[nH]c34)cccc2c1
[4] Cc1ccc(-c2cc3nc(C)cc(N4CCN(C(=O)c5ccoc5)CC4)n3n2)cc1
[5] O=C(Cn1ccc(C(F)(F)F)n1)N=Nc1c(O)[nH]c2ccccc12
[6] COc1ccc(-c2noc3c2-c2nc(-c4ccccc4)sc2CC3)cc1
[7] COc1ccc(-c2nnn(Cc3nc(N)nc(N4CCCCC4)n3)n2)cc1
[8] C[C@]12c3[nH]c4ccccc4c3CCN1C(=O)C(CC(=O)NCC13CC4CC(CC(C4)C1)C3)C[C@@H]2C(=O)N1CCCCC1 (stereo partly drawn)

compound no.	1	2	3	4	5	6	7	8
Glioma ERSR ind	-1%	-4%	-1%	-3%	2%	5%	-3%	-2%
Vif-APOBEC3F blk	-2%	-5%	7%	4%	-21%	5%	-4%	-2%
RXFP1 ag	1.2%	-0.4%	0.6%	.	0.6%	.	-0.2%	.
PI4K2A block	-11	9	-1	5	0	0	0	-1
LDHA block	-6	-1	1&-14	-4	-8	7	-6	1
USP1-UAF1 inh	-25%	-16%	-13%	?	?	-26%	-19%	-8%
TrxR1 substrate	5%	-5%	4%[57.1 µM]	.	-3%	20%[57.1 µM]	-12%	-9%
Vif-A3G inh	1%	0%	-3%	1%	-4%	-7%	5%	-9%
mIDH1 inhibitor	7%	5%	24%	-1%	0%	-6%	2%	-6%

As entered above:
entry 6 in Vif-A3G inh = -7%
entry 1 in PI4K2A block = -11
entry 8 in LDHA block = 1

A draw from above in order of length of the SMILES, ascending.
[3] c1ccc2c(CSc3ncnc4nc[nH]c34)cccc2c1
[2] Cc1cc2c(c(=O)n1C)C(C(C)C)C(C#N)=C(N)O2 (stereo not drawn)
[6] COc1ccc(-c2noc3c2-c2nc(-c4ccccc4)sc2CC3)cc1
[5] O=C(Cn1ccc(C(F)(F)F)n1)N=Nc1c(O)[nH]c2ccccc12

compound no.	3	2	6	5
Glioma ERSR ind	-1%	-4%	5%	2%
Vif-APOBEC3F blk	7%	-5%	5%	-21%
RXFP1 ag	0.6%	-0.4%	.	0.6%
PI4K2A block	-1	9	0	0
LDHA block	1&-14	-1	7	-8
USP1-UAF1 inh	-13%	-16%	-26%	?
TrxR1 substrate	4%[57.1 µM]	-5%	20%[57.1 µM]	-3%
Vif-A3G inh	-3%	0%	-7%	-4%
mIDH1 inhibitor	24%	5%	-6%	0%

The results go on.
[9] CCc1nc2ccc(C(=O)Nc3cccc(NS(C)(=O)=O)c3)cn2c1N(C=O)CCC(C)C
[10] Cc1onc(-c2ccccc2)c1C(=O)Nc1nc2c(s1)CCCC2
[11] COC(=O)c1cc2oc(C)cc2n1Cc1ccc(Cl)cc1
[12] Cn1c(=O)[nH]c(=O)c2c1nc(NCCCn1ccnc1)n2Cc1ccccc1
[13] O=C(NCCNC(=O)c1cc(Cl)ccc1Cl)c1ccco1
[14] CCOC(=O)CCn1c(=O)c2cccn2c2cccnc21
[15] Cc1cccc(C)c1NC(=O)COC(=O)c1ccccc1[N+](=O)[O-]
[16] CC(=O)C1CCC2C3CC(C)C4=CC(=O)CCC4(C)C3C(=O)CC12C (stereo not drawn)

compound no.	9	10	11	12	13	14	15	16
Glioma ERSR ind	-3%	-2%	1%	7%	-3%	.	-3%	-1%
Vif-APOBEC3F blk	.	1%	-4%	2%	-1%	.	5%	0%
RXFP1 ag	.	0.7%	-1.4%	2.9%	0.7%	3.3%	1.3%	.
PI4K2A block	0	4	-8	-4	10	0	5	1
LDHA block	0	-3	-7	-5	-9	-2	-3	-3
USP1-UAF1 inh	.	-15%	-20%	1%	-12%	-13%	-12%	-12%
TrxR1 substrate	.	-10%	-3%[57.1 µM]	-8%	3%	2%	6%	8%[57.1 µM]
Vif-A3G inh	-4%	-28%	8%	2%	2%	.	-12%	1%
mIDH1 inhibitor	.	3%	-9%	-1%	-6%	.	0%	0%

Single records, from the list above:
Listed for Cn1c(=O)[nH]c(=O)c2c1nc(NCCCn1ccnc1)n2Cc1ccccc1 = Glioma ERSR ind: 7%; Vif-APOBEC3F blk: 2%; RXFP1 ag: 2.9%; PI4K2A block: -4; LDHA block: -5; USP1-UAF1 inh: 1%; TrxR1 substrate: -8%; Vif-A3G inh: 2%; mIDH1 inhibitor: -1%
Listed for CC(=O)C1CCC2C3CC(C)C4=CC(=O)CCC4(C)C3C(=O)CC12C (stereo not drawn) = Glioma ERSR ind: -1%; Vif-APOBEC3F blk: 0%; RXFP1 ag: .; PI4K2A block: 1; LDHA block: -3; USP1-UAF1 inh: -12%; TrxR1 substrate: 8%[57.1 µM]; Vif-A3G inh: 1%; mIDH1 inhibitor: 0%
Listed for Cc1onc(-c2ccccc2)c1C(=O)Nc1nc2c(s1)CCCC2 = Glioma ERSR ind: -2%; Vif-APOBEC3F blk: 1%; RXFP1 ag: 0.7%; PI4K2A block: 4; LDHA block: -3; USP1-UAF1 inh: -15%; TrxR1 substrate: -10%; Vif-A3G inh: -28%; mIDH1 inhibitor: 3%

More structures.
[17] O=C(/C=C/c1ccco1)Nc1ccc(Oc2ccccc2)cc1
[18] COc1ccc(CCNC(=O)COc2ccc(S(=O)(=O)N3CCCC3)cc2)cc1
[19] Cc1ccc(S(=O)(=O)N2C[C@H]3N(C(=O)OC(C)C)N(C(=O)OC(C)C)C[C@H](OC(=O)NC4CC4)[C@@]3(O)C2)cc1
[20] COc1ccc(N2CCN(S(=O)(=O)c3c(C)[nH]c(C)c3C(=O)N3CCCCC3)CC2)cc1
[21] COc1ccc(CNC(=O)C2CCCN(S(=O)(=O)c3ccccc3)C2)cc1 (stereo not drawn)
[22] O=C(CCNC(=O)c1ccco1)NCCc1c[nH]c2ccccc12
[23] COc1cc(C(=O)NCCOc2ccc(F)cc2)c(Br)c(OC)c1OC
[24] O=C(O)C1CC(c2cccc(Br)c2)=NO1 (stereo not drawn)
[25] O=C(Nc1ccc(N2C(=O)C3CCCCC3C2=O)cc1Cl)c1cccs1 (stereo not drawn)
[26] O=C(O/N=C/c1ccc(Cl)cc1)C1CCCCC1
[27] O=C(CSc1ccccc1C(=O)O)Nc1ccc2c(c1)OCO2

compound no.	17	18	19	20	21	22	23	24	25	26	27
Glioma ERSR ind	1%	-1%	-4%	1%	0%	-3%	-3%	-2%	3%	-3%	1%
Vif-APOBEC3F blk	-4%	0%	-8%	3%	3%	2%	?	-3%	-18%	7%	6%
RXFP1 ag	1.5%	0.8%	.	0.4%	-1.0%	.	2.7%	2.0%	?	0.6%	0.5%
PI4K2A block	-14	0	-6	2	4	10	-1	0	2	-1	0
LDHA block	-4	-4	-15	1	-2	-7	-4	-2	-5	-1	-2
USP1-UAF1 inh	-9%	-19%	0%	-11%	-29%	-15%	-8%	30%[activator]	-19%	-7%	-1%
TrxR1 substrate	5%	2%	.	5%	5%	10%[57.1 µM]	17%[57.1 µM]	8%	5%	11%[57.1 µM]	1%
Vif-A3G inh	-14%	-7%	1%	0%	3%	2%	-3%	-1%	-4%	0%	6%
mIDH1 inhibitor	10%	-3%	7%	-6%	-10%	-1%	10%	6%	7%	7%	4%

This is a subset; the hit share may differ from the screen's.
